Integrin act MD = qHTS for Activators of Integrin-Mediated Alleviation for Muscular Dystrophy. alpha7betagal myoblasts, beta-gal FDG fluorescence, 48 h. Potency, µM (highest dose often 38.3 µM), for inactives: at the highest dose activation, hits mostly activators. hit rate 0.064% among 350,000;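 note: potency is the fitted concentration of half-maximal effect; 100% = response of the positive control SU9516; nearly all actives have a fitted effect of over 60% in size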
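alpha7betagal+/- myoblasts (passage 13, 250/well) treated 48 h at 37C with compounds at 1:260 dilution of DMSO stock. Lysed, then beta-galactosidase activity read as FDG fluorescence (ex 480/em 540) after 30 min, with pre-read for autofluorescence.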
ELG1 DNA repair = qHTS screen for small molecules that inhibit ELG1-dependent DNA repair in human embryonic kidney (HEK293T) cells expressing luciferase-tagged ELG1; HEK293T ELG1-luciferase reporter, luminescence, 16 h; DNA damage induced by 5-fluorouridine; Potency, µM (titrated, usually from 46.1 µM), for inactives: at the top dose activity change, negative = inhibition, actives largely listed as inhibitors; AID 504467, 2011; hit rate 2.3% among 330,000; note: potency is the fitted concentration of half-maximal effect; % is set by controls: 0 for no effect and ±100 for the full control effect; nearly all actives have a fitted effect of over 55% in size
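Luminescence from the luciferase reporter, measured 30 min after ONE-Glo reagent at room temperature, was the read-out. Beforehand, 2,000 cells per well were exposed for 16 hr at 37 °C to 5-fluorouridine together with compound or vehicle.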
TSHR antag = Antagonists of the Thyroid Stimulating Hormone Receptor: HTS campaign; activity change, negative = inhibition, % at 11.5 µM; Thyrotropin receptor (Homo sapiens), P16473; AID 504810, 2011; hit rate 0.2% among 330,000; TSHR-expressing cells, TSH-stimulated cAMP HTRF, 2 h; stronger effect = lower value;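 active = activity change below a set negative limit, meaning inhibition stronger than a set level, cut at about -70% in these data; inconclusive = activity change between two set negative limits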; note: % is set by controls: 0 for no effect and ±100 for the full control effect
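Cell-based HTRF cAMP assay; TSHR cells + compound, TSH EC80 (4nM final), 2 h, 37 deg C. Lysis with anti-cAMP cryptate and cAMP-d2, 30 min RT, read 665/620 nm.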
BCR signal inh = qHTS Assay to Find Inhibitors of Chronic Active B-Cell Receptor Signaling; ABC-DLBCL IkBa-CBG/CBR reporter, luminescence ratio, 4 h; Potency, µM (doses to about 46.1 µM), inactives show at the highest dose ratio change, negative = lower green/red ratio, most hits filed as inhibitors; hit rate 0.05% among 340,000; AID 493014, 2011; active = well fitted inhibition curve with a large enough effect in the signal ratio, with a control signal flat, not every such curve was filed as active; inconclusive = small, poorly fitted or top-dose-only effect, or effect the other way, or a change in a side signal; the % refers to the signal ratio;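 note: potency is the fitted concentration of half-maximal effect; plate controls were basal doxycycline-induced cells for no effect and cells given 10 µM MG132 for full effect; MG132 reads +100%, hits lower the ratio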
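Cell line TMD8 (human ABC DLBCL), stably expressing tet-inducible CBG68-IkBa fusion and CBR; IMDM/0.5% FBS; cpd up to 46 uM; dox induction, 4 h, 37C/5% CO2; dual luminescence; green/red ratio; MG132 control.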
AT treatment = qHTS Assay for Identifying a Potential Treatment of Ataxia-Telangiectasia | hit rate 0.19% among 320,000 | Potency, µM (titrated, usually from 57.5 µM), for the others: at the highest dose activation, usual class: activators | […] A-T fibroblasts, KAP-1 phosphorylation AlphaLISA; neocarzinostatin DNA damage 30 min before lysis; note: potency is the fitted concentration of half-maximal effect; % of control where 0% means no effect; nearly all actives have a fitted effect of over 45% in size
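hTERT-immortalized A-T patient fibroblasts ([…]), 500 cells/well in OPTI-MEM, 1% FBS, got compounds for 60 min, then NCS for 30 min at 37C. Lysates were then assayed for phospho-KAP-1 by AlphaLISA (anti-pKAP1 donor, anti-KAP1 acceptor beads), 6 hr at 25C.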
Tb PFK inh = qHTS Assay to Find Inhibitors of T. brucei phosphofructokinase; hit rate 0.17% among 330,000; T. brucei PFK, ADP-Glo luminescence; ATP-dependent 6-phosphofructokinase (Trypanosoma brucei brucei), O15648; AID 485367, 2010; Potency, µM (top dose mostly 57.5 µM), for inactives: top-dose activity, negative = inhibition, hits mostly inhibitors;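 note: potency is the fitted concentration of half-maximal effect; 0% = uninhibited 1x PFK enzyme wells and -100% = no-enzyme wells; nearly all actives have a fitted effect of over 60% in size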
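1.25 nM PFK with 0.5 mM F6P and 0.1 mM ATP in 0.1 M TEA pH 8.0, 5 mM MgCl2, incubated 45 min at room temperature; ADP measured by ADP-Glo luminescence; compounds titrated up to 57 uM.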
Eya2 inh = qHTS Assay for Inhibitors of the Phosphatase Activity of Eya2; Protein phosphatase EYA2 (Homo sapiens), O00167; recombinant Eya2, OMFP fluorescence dephosphorylation (OMFP is methylfluorescein phosphate); Potency, µM (doses to about 76.9 µM), for inactives: at the highest dose activity, negative = inhibition, hits mostly inhibitors; hit rate 0.006% among 330,000; AID 488837, 2010; note: potency is the fitted concentration of half-maximal effect; % is set by controls: 0 for no effect and ±100 for the full control effect
Target sequence (O00167 whole entry, looked up): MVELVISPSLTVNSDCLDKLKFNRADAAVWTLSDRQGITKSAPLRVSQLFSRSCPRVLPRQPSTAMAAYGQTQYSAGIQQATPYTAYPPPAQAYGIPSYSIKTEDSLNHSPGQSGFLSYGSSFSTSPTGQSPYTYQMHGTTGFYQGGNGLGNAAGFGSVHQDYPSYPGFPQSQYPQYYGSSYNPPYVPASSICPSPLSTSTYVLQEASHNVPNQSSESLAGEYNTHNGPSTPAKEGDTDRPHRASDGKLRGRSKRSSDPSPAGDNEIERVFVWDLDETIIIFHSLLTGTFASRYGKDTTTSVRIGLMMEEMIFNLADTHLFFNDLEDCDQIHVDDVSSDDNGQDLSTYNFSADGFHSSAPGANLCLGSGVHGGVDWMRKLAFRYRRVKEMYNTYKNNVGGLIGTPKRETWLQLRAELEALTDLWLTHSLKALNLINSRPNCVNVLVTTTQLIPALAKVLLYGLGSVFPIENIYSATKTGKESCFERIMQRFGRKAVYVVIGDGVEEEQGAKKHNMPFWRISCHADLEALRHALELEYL
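Eya2 protein (added as 0.2 uM solution) was preincubated with compound for 10 min at ambient temperature in 50 mM HEPES pH 7.5, 50 mM NaCl, 5 uM MgCl2, 0.05% BSA, 1 mM DTT. OMFP (added at 50 uM) then reacted 10 min; fluorescence read at 485/525 nm.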
Mito fusion yeast = qHTS Assay for Small Molecule Inhibitors of Mitochondrial Division or Activators of Mitochondrial Fusion; S. cerevisiae fusion-defective mutant growth rescue, CellTiterGlo 48 h; Potency, µM (highest dose often 46.1 µM), for the others: at the highest dose growth rescue (activation), hits mostly activators; hit rate 0.23% among 320,000;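 note: potency is the fitted concentration of half-maximal effect; % of control where 0% means no effect; nearly all actives have a fitted effect of over 45% in size; temperature-sensitive fusion mutants such as fzo1-1 at 37 °C on non-fermentable ethanol glycerol medium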
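S. cerevisiae fusion-defective temperature-sensitive mutants (e.g. fzo1-1, mgm1-5) grown 48 h at 37C in YPEG (ethanol/glycerol non-fermentable) medium with 23 nl compound per well; growth rescue read as CellTiterGlo luminescence.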
ASM inhibitor = Inhibitors of Secretory Acid Sphingomyelinase (S-ASM): qHTS; Sphingomyelin phosphodiesterase (Homo sapiens), P17405; placental ASM, HMU-PC fluorogenic substrate, 60 min; Potency, µM (titrated, usually from 57.5 µM), for inactives: top-dose activity change, negative = inhibition, most hits filed as inhibitors; hit rate 0.006% among 340,000; note: potency is the fitted concentration of half-maximal effect
Target sequence (P17405 47-631 limits assumed): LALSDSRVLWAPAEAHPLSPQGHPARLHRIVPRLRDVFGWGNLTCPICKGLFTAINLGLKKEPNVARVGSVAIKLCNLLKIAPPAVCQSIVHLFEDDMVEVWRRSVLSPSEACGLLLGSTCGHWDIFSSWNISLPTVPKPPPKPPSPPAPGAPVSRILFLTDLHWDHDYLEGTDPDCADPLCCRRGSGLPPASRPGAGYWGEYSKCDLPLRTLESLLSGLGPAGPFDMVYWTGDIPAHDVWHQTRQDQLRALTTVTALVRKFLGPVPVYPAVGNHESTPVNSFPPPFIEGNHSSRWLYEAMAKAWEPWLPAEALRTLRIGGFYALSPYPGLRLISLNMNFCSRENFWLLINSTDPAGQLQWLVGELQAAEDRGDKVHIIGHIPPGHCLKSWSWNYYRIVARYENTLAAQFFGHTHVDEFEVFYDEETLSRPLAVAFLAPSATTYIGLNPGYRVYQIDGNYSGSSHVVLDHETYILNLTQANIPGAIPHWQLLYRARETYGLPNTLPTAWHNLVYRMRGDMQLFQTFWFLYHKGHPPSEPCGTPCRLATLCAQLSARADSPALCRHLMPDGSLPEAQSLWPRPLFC
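Fluorescence read-out (Ex 386 nm, Em 447 nm) after stopping the reaction at pH 10. Enzyme: ASM from human placenta; substrate HMU-PC0, 9 uM final; 60 min, 37 °C. Compound preincubation 10 min, ambient temperature.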
TCR act = Activators of T cell receptors: qHTS campaign; primary human leukocytes, anti-CD3, IL-2 HTRF, 48 h; Potency, µM (titrated, usually from 9.22 µM), for inactives: at the highest dose activation of IL-2 secretion, actives largely listed as activators; 330,000 tested, under 10 active; AID 504894, 2011; note: % of control where 0% means no effect
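IL-2 produced over 48 hr by a-CD3 bead-stimulated primary human leukocytes exposed to compounds was detected with a homogeneous time-resolved FRET immunoassay, 665nm acceptor signal after 320nm excitation.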
PTAP TSG101 blk = qHTS Assay for Iinhibitors of HIV-1 Budding by Blocking the Interaction of PTAP/TSG101 | 340,000 tested, under 10 active | Potency, µM (series often up to 115 µM), for inactives: at the highest dose activity change, negative = inhibition, hits mostly inhibitors | Tumor susceptibility gene 101 protein (Homo sapiens), Q99816 | Fluorescence polarization, FITC-PTAP peptide / Tsg101 binding | AID 493005, 2010; active = well fitted inhibition curve with a large enough effect in the main read-out, with a control signal flat, not every such curve was filed as active; inconclusive = small, poorly fitted or top-dose-only effect, or effect the other way, or a change in a side signal; inactive = no such curve, though single readings can be large or run the other way; note: potency is the fitted concentration of half-maximal effect; % of control where 0% means no effect
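Fluorescence polarization binding of Tsg101 binding domain (10 uM final) to FITC-labeled PTAP peptide (50 nM final) in HEPES pH 7.5 buffer with NaCl, Tween 20, EDTA, TCEP. Compounds added before peptide; binding 20 min at RT.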
* marks the source's active call; other numbers are inactive results; ? = inconclusive; . = no result given; & = joins results of further samples; [ ] = dose if it differs, or a comment. Unless noted, calls come from the whole dose curve; as a rule, active = well fitted curve in the direction sought with a large enough effect; inconclusive = small, poorly fitted or top-dose-only effect, or another doubt; inactive = no such curve, though single readings can be large; an effect the other way counts as inactive or inconclusive.

SMILES	Integrin act MD	ELG1 DNA repair	TSHR antag	BCR signal inh	AT treatment	Tb PFK inh	Eya2 inh	Mito fusion yeast	ASM inhibitor	TCR act	PTAP TSG101 blk
CCOC(=O)C1=C(C)N=c2s/c(=C/c3ccc(OCC(=O)O)cc3)c(=O)n2C1c1ccc(SC)cc1 (stereo not given)	.	4%	-7	7%	23%	-6%	22%	-4%	.	.	.
Cc1ccc(NC2=NCC(=O)N2Cc2ccc3c(c2)OCO3)c(C)c1	-1%	8%	-3	-5%	-7%	-15%	17%	3%	3%	-4%	-5%
CS(=O)(=O)N(CC(=O)Nc1cccnc1)c1ccc2c(c1)OCCO2	1%	2%	9	0%	-5%	4%	5%	5%	16%	-1%	1%
CCCCCCCCCCCCCCCC[N+](C)(C)CC	.	-22%	-5	-7%	-5%	4%	2%	-35%[inhibitor]	-1%	-18%	-1%
Cc1cc(/C=N/n2cnnc2)c(C)n1-c1ccc(Cl)cc1	-17%	6%	-7	0%	-1%	5%	6%	3%	0%	-2%[46.1 µM]	-6%
COCCNC(=O)CN(CCc1ccccc1)S(=O)(=O)c1ccc(Br)cc1	-2%	-4%	-1	3%	-4%	0%	-12%	1%	-2%	-5%	-2%
O=C(NC1CCCCC1)N1CCc2ccccc2C1	8%	-5%	3	7%	5%	1%	-2%	0%	0%	0%	-7%
Cc1cc(S(=O)(=O)Nc2cc(C)c(O)c(C)c2)c(C)s1	-62%[inhibitor]	4%	-4	?	3%	-4%	5%	4%	-2%	0%	1%
O=C(NC1CCN(Cc2ccccc2)CC1)c1ccc(N2CC3CC(C2)c2cccc(=O)n2C3)c([N+](=O)[O-])c1 (stereo not given)	-11%	?	10	-20%	-1%	-1%	-19%	0%	-3%	0%	-3%
O=S1(=O)CCOCCCN1Cc1ccccc1	5%	-4%	5	-19%	8%	0%	3%	0%	-1%	0%	-1%
COc1ccc(OC)c(NC(=O)c2cccc3c2C(=O)N(C2CCCCC2)C3)c1	-25%	?	7	-6%	-2%	-10%	6%	?	-3%	4%	0%
C=CC[C@@H](CC(=O)N[C@@H](CO)Cc1ccccc1)C(=O)N[C@@H](COC(=O)[C@@H](CC=C)CC(=O)OC(C)(C)C)Cc1c[nH]c2ccccc12	-20%	-21%	-11	-1%	-4%	0%	-1%	.	-1%	-5%	0%
O=C(CCCN1C(=O)/C(=C/c2cccs2)SC1=S)Nc1cccnc1	-33%	8%	16	-14%	1%	?	-2%	7%	3%	-3%	0%
CCc1cccc(OCCCCNCCOC)c1	-61%[inhibitor]	-8%	8	1%	20%	-1%	-2%	-3%	1%	-1%	2%
CN1CCN(C(=S)NC(=O)/C=C/c2ccccc2Cl)CC1	0%	-15%	-1	?	-1%	11%	0%	-4%	2%	7%	-3%
N#Cc1cnc2ncnn2c1-c1ccccc1	-4%	12%	4	-37%	2%	2%	-4%	-2%	0%	-3%[46.1 µM]	-1%
O=C(Nc1sc2c(c1C(=O)O)CCC2)c1cccc(Cl)c1	-1%	?	-25	?	-7%	?	10%	21%	8%	0%	-2%
O=C(CSc1nnc(CNC(=O)c2ccccc2F)o1)NCc1ccccc1	-12%	9%	13	5%	-4%	-2%	6%	-4%	2%	-7%	-3%
Cc1cc(NC(=O)CSc2ncn(-c3ccccc3)n2)no1	-12%	-24%	8	2%	-5%	0%	5%	-1%	-1%	5%	-3%
COc1ccc(NC(=O)C(=O)NCCN2CCN(C(=O)c3ccc(C)cc3)CC2)cc1	-18%	-16%	-1	-3%	-8%	0%	11%	2%	2%	3%	-1%
CN(C)/C=C(/C(=O)c1ccccc1)S(=O)(=O)c1ccc(Cl)cc1	10%	5%	-1	6%	-2%	0%	13%	-4%	0%	-7%	-4%
O=C(CSc1ncn[nH]1)NCc1ccccc1	2%	8%	13	-10%	1%	-1%	7%	0%	6%	-6%	0%
COCC(=O)N1CCN(c2nc3ccccc3o2)CC1	-22%	?	50	9%	4%	2%	7%	-5%	2%	-2%	0%
O=C(NNS(=O)(=O)c1ccc(F)cc1)c1cnccn1	2%	-2%	10	3%	2%	4%	3%	5%	0%	-1%	0%
CN(C)CCC(=O)c1cccc(Br)c1	0%	10%	-4	?	-2%	-19%	-5%	-2%	21%	7%	1%
Cc1nc2c(C(=O)N3CCOCC3)cnn2c(C)c1Cc1cccc(Cl)c1	.	-12%	-6	-4%	-3%	-6%	-4%	0%	.	.	.
CC(=O)NCC(=O)N1CCCC(C(=O)c2ccc3c4c(cccc24)CC3)C1 (stereo not given)	11%	-6%	5	?	5%	-1%	?	13%	18%	9%	1%
COc1cccc(OC)c1OCCOc1ccccc1OC(C)C	29%	-23%	-8	-23%	2%	3%	-5%	8%	-1%	-1%	-6%
COc1cc(CCC(=O)Nc2ccc(Br)c(C(F)(F)F)c2)cc(OC)c1OC	-33%	?	-8	0%	9%	-6%	-15%	-5%	-11%	-6%[46.1 µM]	0%
CN(C)c1ccc(NC(=O)CSc2nnc(-c3cnccn3)n2C)cc1	-25%	16%	12	0%	17%	-2%	-4%	4%	-1%	13%	0%
COc1cc(/C=N/NC(=S)NCc2ccco2)cc(OC)c1OC	-14%	-24%	2	?	.	7%	19%	2%	-2%	-5%[46.1 µM]	-2%
COc1ccc(CCC(=O)NNC(=O)Nc2cc(Cl)ccc2C)cc1	11%	0%	-1	5%	17%	6%	-10%	1%	-1%	-3%	0%
Cc1ccc(-n2nc3c(c2NC(=O)C2CC2)CS(=O)(=O)C3)cc1	20%	1%	-3	5%	8%	-4%	-6%	15%	-2%	-25%	-1%
CCN1C(=S)N[C@@H](CCc2ccccc2)C(C(=O)OC)=C1C	-38%	0%	11&-8	-1%&1%	-5%&-5%	3%&1%	-8%&2%	-1%&-17%	4%	-1%	-3%
O=c1c2ccccc2nc2n1CCCCN2	15%	23%	-2	-2%	-16%	-6%	-32%	4%	10%	9%	0%
N/C(=N\OC(=O)C1CCCCC1)c1ccc(Cl)cc1	11%	?	17	?	-1%	0%	-1%	-4%	1%	2%	-6%
COc1ccc(CCC(=O)NC2=NCCS2)cc1OC	1%	10%	7	-1%	1%	-1%	12%	-4%	-3%	7%	-1%
COc1cc(Cl)ccc1OCc1cc(C(=O)N2CCN(c3ccccn3)CC2)no1	13%	?	-2	-11%	4%	2%	-4%	?	-2%	4%	-5%
COc1ccc(Cn2c3nc4ccccc4nc3c3c(=O)n(Cc4ccco4)cnc32)cc1	.	?	2	?	-1%	1%	2%	4%	.	.	.
COc1cccc(/C=C2\Oc3cc(OCC(=O)N4CCCC4)ccc3C2=O)c1OC	1%	-19%	-10	?	4%	3%	-4%	-3%	1%	-2%	-2%
O=C(O)Cn1c(P(=O)(O)c2ccccc2)nc2ccccc21	1%	1%	2	-2%	-1%	1%	-12%	-1%	-2%	-1%	-3%
N/C(=N\OC(=O)c1cccnc1)c1ccccc1Cl	2%	?	0	?	-1%	-2%	8%	1%	-3%	-12%	0%

High-throughput results from PubChem BioAssay.
